Screening data as filed in PubChem.
RNase H inhibition: RNase H inhibition, HIV 1 Gag Pol polyprotein, FRET biochemical assay, screening (AID 372); inhibition, % at 10 µM; hits with a dose series show IC50 in µM; HIV-1 RT RNase H, FRET RNA/DNA substrate fluorescence; higher % means a stronger effect; hit rate 0.77% among 100,000; in the data active = inhibition above about 50%
The depositor's hits bear a star. An excerpt; rates above refer to the full screens.

smiles,RNase H inhibition
C(=N\Nc1nc(N2CCOCC2)nc(N2CCOCC2)n1)/c1ccccc1OCc1ccccc1,17%
Cc1ccc(C2=C/C(=C/c3cc4c(cc3Br)OCO4)C(=O)O2)cc1,43%
CC12c3ccccc3C(c3ccccc31)C1C(=O)N(c3ccc(I)cc3)C(=O)C12 (stereo not drawn),12%
Cn1ccnc1Sc1ccc([N+](=O)[O-])cc1,0%
O=C1S/C(=C\c2ccc(-c3ccc(Cl)c(Cl)c3)o2)C(=O)N1c1ccccc1,20%
CCCOc1ccc(C2C(C(=O)OC)=C(C)NC3=C2C(=O)CC(c2ccc(OC)cc2)C3)cc1 (stereo not drawn),0%
Cc1ccc(NC(=O)Cc2ccc(F)cc2)cc1,0%
O=C(CN(c1ccc(F)cc1)S(=O)(=O)c1ccccc1)NCc1ccc(Cl)cc1,8%
Cc1ccc(C(=O)NC(=S)Nc2ccc(Cl)c(-c3nc4ccccc4o3)c2)cc1,0%
CCOC(=O)/C(C#N)=C/c1ccc(O)cc1,2%
Cc1ccc2c(c1)nc(-c1ccc(O)cc1)n2Cc1ccc(O)cc1,15%
NC(=O)c1ccccc1NC(=O)c1ccccc1[N+](=O)[O-],10%
CCC(=O)c1ccc(OCC(O)COc2ccc(C(=O)CC)cc2OC)c(OC)c1,0%
COc1ccccc1N1C(=O)c2ccc(C(=O)Nc3ccc(/C=C/C(=O)c4ccccc4)cc3)cc2C1=O,8%
COc1ccc(-c2cc(C(F)(F)F)n3ncc(C(=O)NCc4ccco4)c3n2)cc1,6%
CCOC(=O)C1=C(C)N=C2SCCC(=O)N2C1c1ccc(OC)c(OC)c1 (stereo not drawn),4%
O=C(NCCCn1ccnc1)c1nn2c(C(F)(F)F)cc(-c3cccs3)nc2c1Br,8%
CCN(CC)CC(=O)Nc1sc2c(c1C(N)=O)CCCC2,6%
COc1ccccc1N1CCN(C(=O)c2ccc(C)cc2)CC1,4%
O=C(N/N=C/c1ccccc1Cl)c1c[nH]c2ccccc12,9%
C=CCN1C(=O)/C(=C/c2cc(C)n(-c3cccc([N+](=O)[O-])c3)c2C)C(=O)NC1=S,19%
O=[N+]([O-])c1cccc(C(O)C23CN4CN(CN(C4)C2)C3)c1 (stereo not drawn),3%
CCSc1nc2ccc(NC(=O)c3ccccc3C(=O)N3CCOCC3)cc2s1,15%
Cn1cccc1CC(=O)N/N=C/c1cccs1,10%
CCOC(=O)C1=C(C)N=c2s/c(=C/c3ccc(-c4ccc(OC)cc4[N+](=O)[O-])o3)c(=O)n2C1c1cccs1 (stereo not drawn),4%
COc1cccc2c1CC/C(=C\c1ccccc1)C2=O,0%
COc1ccc(C(=O)CC(=O)C(C)(C)C)cc1,0%
CC1=C(C(=O)Nc2ccccc2F)C(c2cccnc2)C2=C(CCCC2=O)N1 (stereo not drawn),0%
COc1ccc(C(=O)NCC2(c3ccc(OC)c(OC)c3)CCCCC2)c(OC)c1,8%
O=C1S/C(=C\c2ccc(OCc3cccc([N+](=O)[O-])c3)cc2)C(=O)N1c1ccccc1,6%
COC(=O)C1=C(C)N=c2s/c(=C\c3cc(Cl)ccc3O)c(=O)n2C1c1ccccc1 (stereo not drawn),11%
Cc1cc(/C=N/Nc2ccc([N+](=O)[O-])cn2)c(C)n1-c1ccc(F)cc1,18%
C#Cc1c(C)n(-c2ccccc2)c2c(=O)n(Cc3ccccc3)cnc12,0%
COc1ccccc1-n1c(O)c(C=C2C=Nc3ccccc32)c(=O)[nH]c1=S,7%
Cc1ccc(OCC(=O)Nc2cc(Cl)cc(Cl)c2)cc1C,5%
COc1ccc(CCC(=O)NCCC(c2ccccc2)c2ccccc2)cc1,8%
CCOC(=O)C1=C(C)N=c2s/c(=C\c3ccc(N(CC)CC)o3)c(=O)n2C1c1ccc(OC)c(OC)c1 (stereo not drawn),15%
CCOc1ccc(NC(=O)/C=C/c2ccc([N+](=O)[O-])cc2)cc1,19%
CCCCCCCC(=O)N/N=C/c1cccnc1,0%
COc1ccccc1OCCOCCOc1ccc(F)cc1,17%
CC1=C/C(=N/S(=O)(=O)c2ccc(C)cc2)C=C(Cl)C1=O,17%
CCCN(CCC)C(=O)c1c(NC(=O)c2ccccc2Cl)sc2c1CCCC2,16%
O=C(/C=C/c1ccc(Cl)cc1Cl)Nc1ccc(NC(=O)c2ccco2)cc1,41%
Cc1ccc(N=Cc2ccccc2NS(=O)(=O)c2ccc(C)cc2)cc1,3%
O=C(Nc1ccc2c(c1)oc1ccccc12)c1ccc([N+](=O)[O-])cc1,20%
COC(=O)c1cc(NC(=O)c2cccc(OC(C)C)c2)cc(C(=O)OC)c1,9%
Cc1ccc(NC(=O)c2cccc(F)c2)c(C)c1,0%
CCOc1ccc(NC(=S)NC(=O)c2cccc(I)c2)cc1,11%
CC1CCCCN1S(=O)(=O)c1ccc(C(=O)Nc2ccc(I)cc2)cc1 (stereo not drawn),7%
CC1=C(C(=O)Nc2cc(Cl)ccc2C)C(c2cccc3ccccc23)NC(=S)N1 (stereo not drawn),0%
Cc1ccc(C(C)C)c(OCCNC(=O)c2cccs2)c1,8%
CCCCC1CCC(C(=O)Nc2nc3ccccc3n2C)CC1 (stereo not drawn),3%
O=C(Nc1nnc(Cc2ccc(Cl)cc2Cl)s1)Nc1ccc(Cl)cc1Cl,66%*
Cc1cc(C)c(OCC(=O)Nc2ccc([N+](=O)[O-])cc2C)c(Cl)c1,42%
Cc1ccc(C(=O)NCCNc2ccc([N+](=O)[O-])cc2)cc1,12%
CC(=O)C1=C(O)C(=O)N(CCCC(=O)O)C1c1ccc(F)cc1 (stereo not drawn),0%
Cc1cc(C)n(/N=C/c2c(O)ccc3ccccc23)c(=O)c1C#N,0%
CCOc1cccc(N2C(=O)/C(=C\c3ccc(-c4ccccc4[N+](=O)[O-])o3)C(=O)NC2=S)c1,19%
COc1ccc(OCCCCOc2ccccc2Cl)cc1,24%
O=C(c1ccc(F)cc1)c1ccc(-c2[nH]c(-c3ccc([N+](=O)[O-])cc3)nc2-c2ccccc2)cc1,20%

An excerpt from above in order of formula weight, highest first:
smiles,RNase H inhibition
CC1CCCCN1S(=O)(=O)c1ccc(C(=O)Nc2ccc(I)cc2)cc1 (stereo not drawn),7%
O=C(c1ccc(F)cc1)c1ccc(-c2[nH]c(-c3ccc([N+](=O)[O-])cc3)nc2-c2ccccc2)cc1,20%
CCOc1ccc(NC(=S)NC(=O)c2cccc(I)c2)cc1,11%
CC1=C(C(=O)Nc2cc(Cl)ccc2C)C(c2cccc3ccccc23)NC(=S)N1 (stereo not drawn),0%
COC(=O)c1cc(NC(=O)c2cccc(OC(C)C)c2)cc(C(=O)OC)c1,9%
Cc1ccc(N=Cc2ccccc2NS(=O)(=O)c2ccc(C)cc2)cc1,3%
Cc1cc(/C=N/Nc2ccc([N+](=O)[O-])cn2)c(C)n1-c1ccc(F)cc1,18%
Cc1cc(C)c(OCC(=O)Nc2ccc([N+](=O)[O-])cc2C)c(Cl)c1,42%
O=C(Nc1ccc2c(c1)oc1ccccc12)c1ccc([N+](=O)[O-])cc1,20%
Cc1ccc(OCC(=O)Nc2cc(Cl)cc(Cl)c2)cc1C,5%
CC(=O)C1=C(O)C(=O)N(CCCC(=O)O)C1c1ccc(F)cc1 (stereo not drawn),0%
Cc1cc(C)n(/N=C/c2c(O)ccc3ccccc23)c(=O)c1C#N,0%
CCCCC1CCC(C(=O)Nc2nc3ccccc3n2C)CC1 (stereo not drawn),3%
CCOc1ccc(NC(=O)/C=C/c2ccc([N+](=O)[O-])cc2)cc1,19%
CC1=C/C(=N/S(=O)(=O)c2ccc(C)cc2)C=C(Cl)C1=O,17%
COc1ccccc1OCCOCCOc1ccc(F)cc1,17%
CCCCCCCC(=O)N/N=C/c1cccnc1,0%

Later entries
smiles,RNase H inhibition
Cc1ccc(N2C(=O)NC(=O)/C(=C\c3ccc([N+](=O)[O-])o3)C2=O)cc1C,11%
COc1ccc(/C(N)=N/OC(=O)c2cccc([N+](=O)[O-])c2C)cc1,12%
CC1CN(c2ccc([N+](=O)[O-])cc2)CCN1S(C)(=O)=O (stereo not drawn),0%
O=C(N=Nc1c(O)n(CN2CCCC2)c2ccc(Br)cc12)c1cccnc1,0%
COc1ccccc1C/C(N)=N/OC(=O)COc1ccc(Cl)cc1,41%
c1ccc(C[n+]2csc3ccccc32)cc1,10%
CCOc1ccc(C(=O)Nc2ccc(Cl)c(-c3nc4ccccc4o3)c2)cc1,13%
N#C/C(=C\c1ccc(OCc2ccccc2)cc1)c1nc(-c2ccc(Br)cc2)cs1,5%
CCCOc1ccc2nc(C)c(CCC)c(Cl)c2c1,2%
CCOc1ccc(C(=O)Nc2cccc(-c3nc4cc(Cl)ccc4o3)c2C)cc1Br,12%
COc1cc([N+](=O)[O-])ccc1N/C(N)=N\c1nc(C)cc(C)n1,1%
N#CC1=C(N)Oc2cc(O)ccc2C1c1cccc(Cl)c1Cl (stereo not drawn),19%
CCOc1ccc(/C=N/N2CCN(Cc3cccc4ccccc34)CC2)cc1,18%
O=C(/C=C/c1ccc(Cl)cc1Cl)Nc1ccc(Cl)c([N+](=O)[O-])c1,36%
CC1(N(O)/C=C2/C=CC=CC2=O)CCCCC1=O (stereo not drawn),21%
Cc1ccc(C2C(C#N)=C(N)Oc3c2sc2ccccc32)o1 (stereo not drawn),11%
C=CCc1ccc(OCCCCOc2ccccc2Br)c(OC)c1,20%
C#CCOc1ccc(C=C2C(=O)NC(=S)NC2=O)cc1Br,19%
COc1cc(/C=N/n2cnnc2)cc(Br)c1OCc1ccc(F)cc1,37%
C/C(=N/O)c1ccc(NC2=C(N3CCCCC3)C(=O)c3ccccc3C2=O)cc1,12%
CCCn1c(SCC(=O)O)nc2ccccc21,8%
CCOC(=O)c1ccc(N2C(=O)CC(NC3CCN(Cc4ccccc4)CC3)C2=O)cc1 (stereo not drawn),0%
Cc1nn(C)c(C)c1Sc1ccc(Br)cc1,37%
Cc1c(NS(=O)(=O)c2ccc(F)cc2)c(=O)n(-c2ccccc2)n1C,4%
CC1(C)CC(=O)C2=C(C1)c1c(ccc3ccccc13)NC2c1c(F)c(F)c(F)c(F)c1F (stereo not drawn),2%
CCOc1ccc(S(=O)(=O)N/N=C/c2c(C)[nH]c(=O)[nH]c2=O)cc1,3%
O=C1NC(=Nc2cccc(Cl)c2Cl)S/C1=C\c1ccc(O)cc1,12%
O=C(O)/C=C/C(=O)Nc1ccccc1-c1ccccc1,10%
CCCCCCN1C(=O)C(O)=C(C(C)=O)C1c1ccc([N+](=O)[O-])cc1 (stereo not drawn),5%
CCCOC(=O)c1ccc(NC(=O)c2ccc(-c3cccc(Cl)c3)o2)cc1,10%
CCN(CC)S(=O)(=O)c1cc(-c2n[nH]c(=O)c3ccccc23)ccc1C,23%
CNC(=O)CN(c1ccc(OC)cc1)S(=O)(=O)c1ccc(C)cc1,4%
CC(C)OC(=O)c1c(-c2ccc(F)cc2)csc1N,4%
N#C/C(=C\c1ccc(-c2cccc(C(=O)O)c2)o1)C(=O)NC1CCCCC1,9%
O=C(COc1ccc2ccccc2c1)Nc1ccc(S(=O)(=O)Nc2nccs2)cc1,0%
CCOC(=O)C1=C(C)N=c2s/c(=C\c3cc(Br)c(OCc4cccc5ccccc45)c(OC)c3)c(=O)n2C1c1ccc(C)cc1 (stereo not drawn),28%
CC1=C(C(=O)OCCOC(C)C)C(c2ccc(O)cc2)C2=C(CC(C)(C)CC2=O)N1 (stereo not drawn),0%
O=C(NC(=S)Nc1ccccc1SC(F)(F)C(F)(F)C(F)(F)F)c1cccs1,11%
COCCCNC(=O)C(=O)Nc1ccc(Oc2ccccc2)cc1,11%
Brc1ccc(OCCOc2ccc(/C=N/n3cnnc3)cc2)cc1,18%
CCN(CC)c1ccc(N=Cc2c(O)n(C)c(=S)n(C)c2=O)cc1,4%
Cc1c(NC(=S)NC(=O)c2cccs2)cccc1-c1nc2ncccc2o1,16%
CCOC(=O)C1=C(C)NC(=S)NC1c1c(OC)ccc2ccccc12 (stereo not drawn),0%
CC(/C=C/C=C/c1ccccc1)=N/NC(=O)COc1ccc(I)cc1,21%
CC1C(C#N)=C(SCC(=O)c2ccc(Cl)cc2)NC2=C1C(=O)CC(C)(C)C2 (stereo not drawn),11%
COc1ccc2oc(C)c(C(O)c3ccccc3)c2c1 (stereo not drawn),0%
COC(=O)c1ccccc1NC(=O)Cc1ccc(OC)c(OC)c1,24%
Cc1ccc(NC(=O)COc2ccc3ccccc3c2)cc1,3%
O=C(N/N=C/c1ccc(Cl)cc1)C(=O)N1CCCC1,12%
Cc1ccc2nc(-c3cccc(NC(=O)/C=C/c4ccco4)c3)oc2c1,36%
O=C(Nc1ccc(Cl)c(Cl)c1)c1ccc(Br)o1,1%
CCC1=NN2C(=N)/C(=C\c3cn(Cc4ccccc4C)c4ccccc34)C(=O)N=C2S1,5%
O=C(/C=C/c1ccccc1)Nc1nnc(-c2ccco2)s1,8%
Cn1ccnc1SCC(=O)Nc1ncc([N+](=O)[O-])s1,5%
COc1ccc([N+](=O)[O-])cc1N(CC(O)CN1CCOCC1)S(=O)(=O)c1ccc(C)cc1 (stereo not drawn),6%
COc1ccc(-c2nc3cc(NC(=S)NC(=O)c4cccc(Cl)c4)ccc3o2)cc1,48%
COc1ccccc1C(=O)N1CCN(c2ccc([N+](=O)[O-])cc2)CC1,14%
COc1ccc(-c2cc(C(F)(F)F)n3nc(C(=O)NCc4ccco4)c(Cl)c3n2)cc1OC,15%
CC(Oc1cccc(Cl)c1)C(=O)Nc1ccc([N+](=O)[O-])cc1Cl (stereo not drawn),12%
